# Screening data deposited in PubChem BioAssay by University of Kansas High Throughput Screening Laboratory.
# mHTT CaM bind: inhibitors of human mutant huntingtin-calmodulin interaction. AID 1671202. P42858. AlphaScreen His-mHTT/GST-CaM binding, luminescence. actives 3.6% (n = 190,000). inhibition, % at 15 µM;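 also: 0% = both proteins with DMSO and 100% = one protein alone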
# Pf apPOL block: Pf-apPOL DNA polymerase inhibition; Recombinant Pf-apPOL, molecular beacon fluorescence, 1.5 h; inhibition, % at 10 µM; actives 0.25% (n = 210,000); AID 1794808
# * hit, by the source's call; nt = not tested or not shown; & = joins results of further samples. Rule as the data show it: active = inhibition above about 50%; inactive = the rest.
SMILES,mHTT CaM bind,Pf apPOL block
Cc1nc(-c2ccc(-c3noc(C=Cc4ccccc4)n3)cc2)cs1,-5,-1
O=C(CS(=O)(=O)c1cn(Cc2ccc(F)cc2)c2ccccc12)N1CCOCC1,9,-6
Cc1ccc(-n2c(SCC(=O)NCc3cccs3)nc3[nH]ncc3c2=O)cc1Cl,26,4
CN(C)S(=O)(=O)c1ccc(C(=O)NCCOc2ccccc2)cc1,-7,-11
O=C(COc1ccc(Cl)cc1Br)N1CCc2ccccc2C1,-17,-2
CCCCOc1cccc(NC(=O)CSc2nncn2C)c1,2,-5
CCOc1ccc2nc(C(=O)Nc3cccc(CC)c3)sc2c1,-20,-1
COc1ccc(CN2CC(C(=O)NC3CCCCC3)CC2=O)cc1 (centres undefined),-6,-3
COc1cc(C2CC(=O)Nc3n[nH]c(C)c32)ccc1OCc1ccccc1C (centres undefined),34,1
COc1cccc(N(CC(=O)Nc2cccc(F)c2)S(=O)(=O)c2ccc(C)cc2)c1,6,0
CC(C)CC(NC(=O)c1ccco1)C(=O)O (centres undefined),-2,61*
COCCN1C(=O)c2ccccc2C(C(=O)Nc2ccc(OC)c(OC)c2)C1c1ccc(F)cc1 (centres undefined),15,-5
CS(=O)(=O)c1ccccc1C(=O)Nc1sccc1C#N,-24,2
O=C1Nc2ccccc2/C1=c1/sc2nc3ccccc3n2c1=O,-1,nt
Cc1cc(C2CC(C(=O)NCc3cccnc3)CN(C(=O)NC(C)C)C2)ccc1F (centres undefined),67*,0
COc1ccccc1[C@@H]1C(c2ccc(F)cc2)=NN(c2ccccc2)[C@H]1C(=O)N1CCOC1=O,-33,-6
NC(=O)C1CCN(C(=O)CN(C2CCCCC2)S(=O)(=O)c2ccc(Cl)cc2)CC1,14,-2
COc1ccc(C2C=C(c3ccc(I)cc3)Nc3nnnn32)cc1 (centres undefined),5,-14
COCCn1cc2c3c(cccc31)CN(C(=O)Nc1cc(C)cc(C)c1)CC2,4,1
CCOc1ccc(C(=O)N2CCCN(C3CCN(CC4CC4)C3=O)CC2)cc1 (centres undefined),12,-1
O=C(CC1COc2ccccc2NC1=O)Nc1ccc2c(c1)OCCO2 (centres undefined),5,-5
CC(O)CNc1c([N+](=O)[O-])c(=O)n(C)c2ccccc12 (centres undefined),-1,70*
Cc1cccc(C)c1NC(=O)c1cccc(OC(C)C)c1,-6,-4
Cc1noc(-c2cccc(C(F)(F)F)c2)c1C(=O)NCc1cccs1,-7,-2
Cc1c(N)cc(N)cc1C(=O)O,-3,-2
O=C(Nc1nnc(SCC(=O)N2CCCCC2)s1)NC1CCCCC1,-8,-10
COc1ccc(CNC(=O)CSc2nnc(-c3cccc(OC)c3)n2C)cc1,6,-10
CC1(O)C(O)C(CO)OC1n1ccc(N)nc1=O (centres undefined),-4,-2
COc1ccc(-c2cc(C(=O)N3CCCC3)c3ccccc3n2)c(OC)c1,10,-1
COc1cccc2c(C)nc(Nc3nc(O)cc(=O)[nH]3)nc12,4,-11

# Part of the list above in order of SMILES length, highest first:
SMILES,mHTT CaM bind,Pf apPOL block
NC(=O)C1CCN(C(=O)CN(C2CCCCC2)S(=O)(=O)c2ccc(Cl)cc2)CC1,14,-2
COc1ccc(-c2cc(C(=O)N3CCCC3)c3ccccc3n2)c(OC)c1,10,-1
O=C(CC1COc2ccccc2NC1=O)Nc1ccc2c(c1)OCCO2 (centres undefined),5,-5
COc1ccc(C2C=C(c3ccc(I)cc3)Nc3nnnn32)cc1 (centres undefined),5,-14
Cc1cccc(C)c1NC(=O)c1cccc(OC(C)C)c1,-6,-4
CC1(O)C(O)C(CO)OC1n1ccc(N)nc1=O (centres undefined),-4,-2

# The listing continues:
SMILES,mHTT CaM bind,Pf apPOL block
CC(C)CCNC(=O)C1CCCN(S(=O)(=O)N2CCC(C)CC2)C1 (centres undefined),4,-19
O=c1c2scc(-c3cccc(F)c3)c2ncn1Cc1cccc(Br)c1,-62,1
CCCNC(=O)N1CCN(c2ccc(C)c(Cl)c2)C(=O)C1C (centres undefined),-2,-3
Nc1c2c(-c3ccc(F)cc3)nc(N3CCCC3)nc2nn1-c1cccc(F)c1,11,-4
CCn1c(=O)c(-c2ccc(C(=O)NC(C)C)cc2)nc2ccccc21,-2,0
COc1ccc(OC)c(Nc2nc(C)nc3sc(C)cc23)c1,52*,-14
Clc1ccc(Cl)c(NCn2nnc3ccccc32)c1,-15,-6
CC(C)c1ccc(N(CC(=O)Nc2cccnc2)S(C)(=O)=O)cc1,1,-6
Cc1ccc(-n2cc(C(=O)N3CCN(c4ccc(F)cc4)CC3)c3ccccc3c2=O)cc1C,7,-6
O=C(c1ccc(F)cc1)N1CCN(c2ccc([N+](=O)[O-])c(N3CCc4ccccc4C3)c2)CC1,19,-18
Cc1ccc(C2=NC3(CCN(CC(=O)Nc4c(C)cccc4C)CC3)NC2=O)cc1,30,-5
O=C(c1ccccc1Cl)N1CCC(CCOc2ccncc2)CC1,5,-1
CC(=O)Nc1ccc2c(c1)C1C=CCC1C(C(=O)O)N2 (centres undefined),89*,-10
Cc1ccc(S(=O)(=O)N2CCC(N3CCC(C)CC3)CC2)cc1,3,4
CCc1cccc(Nc2ncnc3c2nc2n3CCCCC2)c1,0,-4
O=C(Nc1cccc(C(F)(F)F)c1)Nc1ccccc1Sc1c(Cl)cncc1Cl,nt,-9
O=C1OC(c2cccc(Br)c2)=N/C1=C\c1ccccc1F,4,-4
COc1ccc(CNC(=O)CCCc2cn(C)c3ccccc23)c(OC)c1,41,-10
O=S(=O)(NCCSc1ccccc1)c1cccs1,-10,-8
COc1cccc(C2CC(=O)NC(SCC(=O)Nc3ccc(Br)cc3)=C2C#N)c1 (centres undefined),-2,1
C=C1N(C)c2ccc([N+](=O)[O-])cc2C1(C)C,19,nt
[N-]=[N+]=N[C@@H](CCN1CC[C@H](NC(=O)OCc2ccccc2)CCC1=O)c1ccccc1,15,0
CN1c2ccccc2C(=O)NC12CCN(C(=O)NCc1ccc(F)cc1)CC2,-8,-13
OC1CCN(Cc2ccc(Cl)cc2Cl)CC1,-2,1
COc1cccc(CNC(=O)CN2C(=O)NC3(CCC(C)CC3)C2=O)c1 (centres undefined),5,-6
O=C(Nc1ccc(Cl)cc1)C1CCN(C(=O)Cc2ccccc2)CC1,5,-16
Cc1ccc(CNC(=O)C2(C)CCCN(C(=O)c3ccccc3C)C2)cc1 (centres undefined),3,1
Cc1nc2c(NC(=O)c3ccc(C(F)(F)F)s3)cccn2n1,-4,0
O=C1CSC2=NCN(c3ccc(Br)cc3)CN12,-1,0
O=c1c2ccc(O)cc2oc2cc(O)ccc12,6,-7
CN(CC(=O)N1CCC(C(N)=O)CC1)S(=O)(=O)c1ccc(Br)cc1,0,-3
O=C(C1CCCO1)N1CCn2c(nnc2-c2ccccc2)C1 (centres undefined),3,-1
O=C1C(NS(=O)(=O)Cc2ccccc2Cl)CCN1c1ccccc1 (centres undefined),-7,-1
Cc1cccn2c(=O)c3cc(S(=O)(=O)c4ccccc4)c(=N)n(Cc4cccnc4)c3nc12,4,-6
Cc1ccccc1NC(=O)c1cccc(C(=O)Nc2ccccc2C)c1,0,-4
CCn1c(=O)c(C(=O)NCc2ccc(F)cc2F)nc2cccnc21,-5,-5
Cc1ccc(C)c(NC(=O)NC2CCN(c3ccccc3)C2=O)c1 (centres undefined),-7,0
CCC(=O)N1CCN(c2nc3c(s2)CC(C(=O)NC2CCCC2)CC3)CC1 (centres undefined),4,-1
COc1ccc(CC(=O)n2nc(-c3ccc(F)cc3)cc2SC)cc1OC,nt,0
CCCn1cnc2sc(C(=O)Nc3ccc4c(c3)OCO4)c(C)c2c1=O,9,-9
O=C1c2ccc(-c3nc4cc(Cl)ccc4c(=O)o3)cc2C(=O)N1c1cccc([N+](=O)[O-])c1,1,-9
CCc1cccc(CC)c1NC(=O)C1C2C=CC(O2)C1C(=O)O (centres undefined),-2,2
COc1ccc(NC(=O)C(C)SCc2ccccc2)cc1OC (centres undefined),2,-6
CC(NC(=O)CCN1N=C(c2ccccc2)CCC1=O)c1ccccc1 (centres undefined),3,-18
CCCC(C(=O)N1CCOCC1)N1C(=O)C2C3C=CC(C3)C2C1=O (centres undefined),-5,1

# Whole records, looked up by structure. Values in the order: mHTT CaM bind | Pf apPOL block
# O=C(c1ccccc1Cl)N1CCC(CCOc2ccncc2)CC1 as listed: 5 | -1
# CCOc1ccc2nc(C(=O)Nc3cccc(CC)c3)sc2c1 as listed: -20 | -1

# More compounds follow:
SMILES,mHTT CaM bind,Pf apPOL block
Cc1cccc(NC(=O)N2CCN(Cc3nc4cccnc4n3-c3cccc(C)c3)CC2)c1,30,0
CC(C)CCn1c(SCc2cc(=O)n3ccccc3n2)nc2ccsc2c1=O,0,7
CCN(CC#CCCO)c1ccccc1,6,-1
COc1cc(C(=O)Oc2ccc(C#N)cc2)cc(OC)c1OC,nt,-11&-11
CCC(C)Nc1nc2c(C)cccn2c(=O)c1C=Nc1ccc(OC)cc1 (centres undefined),8,-1
CC(C)c1nnc2n1CCN(C(=O)c1cc(C3CC3)[nH]n1)C2,2,-2
COc1cccc(NC(=O)c2cc(NC(=O)C3CCC3)cc3nc(C)ccc23)c1,16,14
CCC(=O)N1CCC2(CC1)NC(=O)c1ccccc1O2,1,-8
CCC(=O)N1CCc2cc(Br)cc(S(=O)(=O)CCC(=O)NCCCOC)c21,7,-6
NC(N)=Nc1nc2ccccc2s1,-5,-1
COc1ccc2cc(C(=O)NC(C)=O)c(=Nc3ccc(F)cc3)oc2c1,4,2
Cc1noc2ncnc(SCc3ccc(C(F)(F)F)cc3)c12,nt,-6
COc1ccc(-c2ccc(C(C)=O)cc2)cc1,-4,-7
Cc1ccc(NC(=O)N2CCC(N3CCN(Cc4ccccc4)C3=O)CC2)c(C)c1,-3,-8
c1ccc2c(c1)nnn2C12CC3CC(CC(C3)C1)C2,-6,-9

# Among those listed so far, 4 contain a nitro group on carbon.
SMILES,mHTT CaM bind,Pf apPOL block
CC(O)CNc1c([N+](=O)[O-])c(=O)n(C)c2ccccc12 (centres undefined),-1,70*
O=C(c1ccc(F)cc1)N1CCN(c2ccc([N+](=O)[O-])c(N3CCc4ccccc4C3)c2)CC1,19,-18
C=C1N(C)c2ccc([N+](=O)[O-])cc2C1(C)C,19,nt
O=C1c2ccc(-c3nc4cc(Cl)ccc4c(=O)o3)cc2C(=O)N1c1cccc([N+](=O)[O-])c1,1,-9

# The list goes on:
SMILES,mHTT CaM bind,Pf apPOL block
Oc1oc(-c2ccc(Br)cc2)nc1C=Nc1ccccc1I,5,0
CCOCC(=O)N1CCC(Nc2nccnc2OC)CC1,5,-4
COCCNc1nc(-c2ccc(C)cc2)nnc1C,27,-3
O=C1CCCC2=C1C(c1ccccc1Cl)C1=C(CCCC1=O)O2,2,14
O=C(CCn1ccc(=O)[nH]c1=O)NCCn1nc(-c2ccco2)ccc1=O,-5,0
CC(=O)NC(Nc1ccc(C)cc1[N+](=O)[O-])C(Cl)(Cl)Cl (centres undefined),22,-2
COc1ccc(NC(=O)N2CCCC2c2cc(C(C)C)on2)cc1OC (centres undefined),-3,6
CC1(C)CC(=O)C2=C(C1)Nc1nc3ccccc3n1C2c1cccc(F)c1Br (centres undefined),0,-11
COc1ccc(OC)c(NC(=O)C=Cc2ccc(N3CCC(c4ccccc4OC)CC3)c([N+](=O)[O-])c2)c1,nt,-9&4
Cc1cc(/C=C2\C(=O)NC(=O)N(c3cccc(Cl)c3Cl)C2=O)c(C)n1C,23,0
N#CC(C#N)=CNNc1ncnc2sccc12,nt,-11
Cc1ccc(C(=O)NCc2ccc([N+](=O)[O-])cc2)cc1,-1,-5
COc1ccc2oc(=O)c(C(=O)N3CC(C)CC(C)C3)cc2c1 (centres undefined),-4,-3
O=c1/c(=C/c2cc(Br)ccc2O)sc2nc3ccccc3n12,5,-8
O=C(Nc1cccc(C(F)(F)F)c1)c1cccnc1N1CCCCC1,-37,-3
O=C(Nc1ccc([N+](=O)[O-])cc1)c1cnccn1,13,-3
CCCCN1C(=O)C(C)(C(=O)NCc2ccccc2Br)Oc2cccnc21 (centres undefined),-7,-2
O=C(Nc1cccc(Cl)c1Cl)c1cnn2cccnc12,6,-1
Cc1cc2nc(Cc3ccc(Cl)c([N+](=O)[O-])c3)c(=O)[nH]c2cc1C,-1,16
FC(F)(F)c1ccc(-c2nnc3cccc(Cl)n23)cc1,2&-6,-2
COc1ccc(-n2ccn3cc(-c4ccccc4C)nc3c2=O)cc1,-3,-3
CN(CC(=O)Nc1cccc([N+](=O)[O-])c1)S(=O)(=O)c1ccc(Cl)cc1,7,-2
Cc1ccccc1OCC(=O)N1CCN(c2nc(CN3CCCCC3)cs2)CC1,4,-2
Cc1cc(C2CCCN2C(=O)c2cc(-c3ccc(F)cc3)on2)on1 (centres undefined),-1,0
